miR-122 sensor: miR-122 inhibition in Huh7 cells. Huh7 miR-122 Renilla luciferase sensor, 48 h; neutral wells = 0, positive control = 100. activation (reporter increase), % at 12.5 µM. 0.3% of 340,000 active. AID 602342;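 active means mean replicate activation score at least 90 and every replicate individually at or above 90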;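 further: higher luciferase means less miR-122 activity so hits act as miR-122 inhibitors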
FN deposition inh: fibronectin deposition inhibition. inhibition, % at 12.6 µM. 0.086% of 350,000 active. AH1F fibroblasts, Alexa488-fibronectin deposition fluorescence, overnight;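 active means mean inhibition across replicates of 30% or more, regardless of how many single replicates reach that level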;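 further: positive control wells lacked labelled fibronectin entirely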
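material = AH1F fibroblast monolayer depositing Alexa488-labelled fibronectin into matrix | amount = 10000 AH1F cells/well | buffer or medium = DMEM plus 2% serum, read in PBS | incubation = 1 h cell adhesion before compound, then overnight fibronectin incubation | detection = fluorescence at 485 nm excitation, 525 nm emission | evaluation = percent inhibition as loss of matrix-bound fibronectin fluorescence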
LGR2 inh: inhibitors of bursicon-induced Drosophila LGR2 receptor cAMP signaling | HEK293 LGR2, CRE-luciferase, bursicon-stimulated, 4 h | inhibition, % at 9.99 µM | 0.35% of 380,000 active | AID 720647;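 active means drop in luminescence signal, shown as inhibition above about 50% in the replicate tests, limit read from the data, passing the limit was not always enough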;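 further: agonist challenge used bursicon conditioned medium at about half maximal strength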
PGC1a acetyl inh: modulators of PGC1a acetylation | U2OS PGC1a acetylation, AlphaScreen anti-acetyl-lysine; with virally co-expressed GCN5 acetyltransferase | inhibition, % at 15.6 µM | 0.17% of 350,000 active | AID 651687;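 active means every replicate shows inhibition of at least 40%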;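 further: 0% = neutral control wells and 100% = positive control wells; some results beyond the cut were filed as inactive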
Cneo AK release: causes C. neoformans cell lysis; adenylate kinase release luminescence, 4 h; normalised: neutral wells 0, clomiphene wells 100; AID 651654; 0.2% of 360,000 active; lysis activity, % at 15 µM;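 active means mean lysis activity across replicates of at least 80%, whatever share of replicates individually reach that level; inactive means mean lysis activity below 80%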
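Material – Cryptococcus neoformans yeast cells · Quantity – 5 × 10^6 yeast cells/mL · Buffer or medium – YPD medium · Compound – single dose · Timing – 4 h static compound exposure, 37 °C, read 1 h post-reagent · Signal – adenylate kinase release luminescence · Read-out basis – lysis from increased AK signal · Benchmarks – Clomiphene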
Casp6 inh: inhibitors of human caspase-6; purified caspase-6, Z-VEID-R110 cleavage fluorescence; P55212; 0.53% of 350,000 active; inhibition, % at 12.5 µM; AID 686996;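 active means mean inhibition across replicates at least about 35%, with every replicate also reaching that limit, limit read from the data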;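 further: 0% = median of neutral control wells and 100% = no fluorescence left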
Target sequence (P55212 24-179 limits assumed): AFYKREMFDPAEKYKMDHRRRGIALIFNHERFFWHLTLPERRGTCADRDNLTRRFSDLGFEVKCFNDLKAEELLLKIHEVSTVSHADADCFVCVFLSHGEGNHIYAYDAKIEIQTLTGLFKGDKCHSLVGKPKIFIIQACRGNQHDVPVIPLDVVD
Target sequence (P55212 194-293 limits assumed): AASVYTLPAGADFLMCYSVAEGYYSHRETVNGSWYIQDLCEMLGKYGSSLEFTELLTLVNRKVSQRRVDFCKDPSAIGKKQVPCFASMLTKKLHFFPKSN
PAX8 inh HTS: lowers PAX8-driven luciferase in RMG-I cells; RMG-I TPO-luciferase reporter, SteadyGlo, 24 h; inhibition, % at 12.6 µM; 1.2% of 360,000 active; AID 652154;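 active means mean replicate inhibition at least 60% with every replicate also reaching 60%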;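 further: luciferase light reporting Pax8 driven TPO promoter activity; plate controls were median of neutral control wells for no effect and mitoxantrone controls for full effect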
EWS-Fli inh: EWS/Fli transcriptional activity inhibition; A673 NR0B1-luciferase reporter, viability-normalised; inhibition, % at 12.6 µM; 0.67% of 350,000 active; AID 651661;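 active means mean inhibition of at least 50% after viability correction, with every replicate also passing that limit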;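 further: firefly luciferase signal divided by Alamar Blue viability fluorescence both relative to DMSO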
* = called active by the depositor; . = not tested or not shown. Some of the compounds tested, so the mix of outcomes need not match the whole.

SMILES	miR-122 sensor	FN deposition inh	LGR2 inh	PGC1a acetyl inh	Cneo AK release	Casp6 inh	PAX8 inh HTS	EWS-Fli inh
CN(C)CC1CSCCC1(O)c1cccc(Cl)c1 (configuration not stated)	-4	2	.	1	-1	.	19	.
COC(=O)c1cn(C(=O)c2cccc3ccccc23)c2ccccc12	.	-3	9	.	.	0	22	10
Cc1ccc(S(=O)(=O)N(C)N=O)cc1	-1	3	10	-11	0	-1	-7	2
O=c1cccc2n1CC1CC2CN(S(=O)(=O)c2ccc(F)cc2)C1 (configuration not stated)	-7	11	9	-3	.	1	5	-8
CNC(C)Cc1ccccc1 (configuration not stated)	-4	.	-3	-11	-2	-3	.	2
O=C(NN=Cc1ccc(N(CCCl)CCCl)cc1)c1cccc([N+](=O)[O-])c1	.	-5	-3	.	.	0	23	8
CC(=O)Nc1ccc(CC(=O)N2CCN(Cc3ccccc3)CC2)cc1	.	7	0	.	-2	2	8	-2
CC(C)C(=O)Nc1nnc(CCN(CCc2nnc(NC(=O)C(C)C)s2)[N+](=O)[O-])s1	-6	11	4	7	8	-1	6	10
CN(C)C(=O)Oc1ccc(Br)cc1C(=O)Nc1ccc(F)c(Cl)c1	9	5	1	10	2	1	-20	9
CCOP(=S)(OCC)Oc1cc(C)nc(C(C)C)n1	-3	1	.	16	0	6	6	1
CC=Cc1ccc2n(c1=O)C[C@H]1[C@H](CO)[C@@H](C(=O)OC)[C@@H]2N1S(=O)(=O)c1cccc(C)c1 (mixture of isomers)	.	.	12	.	1	-1	.	-8
O=C(c1cccc2ccccc12)C1CCCN(Cc2ccon2)C1 (configuration not stated)	0	10	2	-2	1	-1	16	7
O=C1NCN(c2ccccc2)C12CCN(C(c1ccccc1OC(F)(F)F)c1nnnn1-c1ccc3c(c1)OCCO3)CC2 (configuration not stated)	1	2	35	-5	-21	1	-4	6
COC(=O)C1=C(c2cccc(OCc3ccccc3)c2)C[C@@H]2CC[C@H]1N2C(=O)NCc1cc(C)oc1C(F)(F)F	.	3	7	.	2	-2	63*	5
Cc1ccc(N=C(N(C)C)P(=O)(N(C)C)N(C)C)cc1	-3	-12	.	1	.	-3	15	8
O=c1[nH]c(=O)n(Cc2ccc(F)cc2)c(O)c1/C=N/Nc1ccccc1	.	3	12	.	.	-4	-3	1
Cc1ccc2c(c1)C1CN(C)CCC1N2C(=S)Nc1cccnc1 (configuration not stated)	.	10	0	.	.	-2	10	10
CCC1(CC)C(=O)N(C)C(=O)NC1=NC	.	0	-3	0	.	-1	14	9
NP(=O)(OCCCc1ccccc1)Oc1ccc(Cl)cc1 (configuration not stated)	-1	-14	-22	-13	-5	2	0	-1
COP(=O)(OC)C(NC(C)=O)C(Cl)(Cl)Cl (configuration not stated)	.	.	-19	.	.	-1	5	-1
Cn1c(=O)n(C)c2cc([N+](=O)[O-])c(N3CCNCC3)cc21	-3	-8	-8	-4	2	1	-2	2
O=C(COC(=O)Cc1ccccc1)NC12CC3CC(CC(C3)C1)C2	-5	0	.	5	3	.	.	.
O=C(/C=C/c1ccc(Br)cc1)NC(=S)N1C[C@H]2C[C@H](C1)c1cccc(=O)n1C2	1	.	-15	-6	0	1	.	-4
CSc1nnc(OC(=O)N(C)C)n1-c1ccc(Cl)cc1	.	7	1	-5	.	0	3	-7
Cc1c(N=Nc2c(O)[nH]c(=S)[nH]c2=O)c(=O)n(-c2ccccc2)n1C	-2	7	-5	-2	2	.	3	.
CC/C(=N\Nc1ccccc1)c1c(O)n(-c2ccccc2)c(=O)[nH]c1=O	.	7	.	1	-2	3	-6	4
CC[C@]12C=CCN3CCC4(c5cc(Br)c(OC)cc5N(C)C4[C@@](O)(C(=O)OC)[C@@H]1OC(C)=O)C32 (some centres not stated)	1	-16	-41	3	-1	3	-4	2
CCCOc1ccc(C(=O)NC(=S)N2C[C@H]3C[C@H](C2)c2cccc(=O)n2C3)cc1	-4	.	.	-3	0	3	.	-7
CC1C(C)N1CC(O)Cn1ccnc1[N+](=O)[O-] (configuration not stated)	-4	2	-8	.	-2	-57	8	0
O=C1NC(=O)C(C(CC(=O)c2ccccc2)c2ccccc2)C(=O)N1 (configuration not stated)	.	.	10	.	.	-5	-7	-4
COc1cccc(N2C(=O)CC(=O)NC2=O)c1	-1	-6	.	-2	0	.	.	.
O=C1CCCC2C3CCCN4CCCC(CN12)C34 (configuration not stated)	-6	.	17	5	0	-1	.	-6
O=S(=O)(c1ccc(F)cc1)N1CN2CCN(C2)C1	-2	3	14	17	2	-41	20	3
[N-]=[N+]=NCCN1CCC(O)CCC1=O (configuration not stated)	.	15	1	.	3	-4	-20	-1
O=C(C(=O)N1CCOCC1)c1cn(Cc2ccccc2)c2ccccc12	-1	1	5	0	2	-1	-6	2
Cc1cc(OC(C)C(=O)NCc2cccnc2)c2c3c(c(=O)oc2c1)CCC3 (configuration not stated)	-9	3	-7	.	-1	-4	9	.
Cc1ccc(OCC(=O)N2CCN(Cc3ccc([N+](=O)[O-])cc3)CC2)cc1	-6	-10	4	-5	6	-4	5	5
CCOP(=O)(OCC)C(NC(=O)c1ccc(OC)cc1)C(Cl)(Cl)Cl (configuration not stated)	.	9	-4	.	.	0	6	-1
O=c1[nH]c2ccccc2n1C1CCN(C(c2cccs2)c2nnnn2-c2ccc3c(c2)OCCO3)CC1 (configuration not stated)	32	11	23	1	-7	.	96*	46
Cc1ccc(NC(=O)CN2C(=O)CN=C(c3ccccc3)c3cc(Cl)ccc32)cc1	4	-3	22	8	0	7	32	-4
CS(=O)(=O)c1ccc(C2=C(CNC(=O)c3ccncc3)[C@H]3CC[C@@H](C2)N3Cc2ccco2)cc1	1	1	12	2	2	-2	-9	1
CCCNS(=O)(=O)c1ccc(OCC(=O)N2CCN(C)CC2)cc1	-4	5	.	4	1	.	.	.
CCc1ccc(N2C(=O)NC(=O)/C(=C\C=C\c3ccco3)C2=O)cc1	-1	5	-6	-114	-6	54*	42	71*
COc1ccc2[nH]c3c(c2c1)CCN[C@H]3C	.	-1	1	.	.	-9	-10	1
CCc1ccc(CNCCc2ccccc2F)cc1	4	2	-1	.	.	-6	-7	5
Clc1ccccc1CN1CCNCC1	-1	3	7	12	-1	-13	14	-1
CC(=O)Nc1ccc(C2CN(C)CC2C(=O)c2ccc(Cl)cc2)cc1 (configuration not stated)	.	-3	-7	4	.	-3	12	-14
COC(=O)[C@@]1(C#N)[C@@H]2C=CC(C(C)=O)=CN2[C@@H](C(N)=O)[C@@H]1c1ccc(F)cc1	.	5	30	11	.	9	4	-16

Complete entries as entered above. Order of values: miR-122 sensor	FN deposition inh	LGR2 inh	PGC1a acetyl inh	Cneo AK release	Casp6 inh	PAX8 inh HTS	EWS-Fli inh
Shown for CS(=O)(=O)c1ccc(C2=C(CNC(=O)c3ccncc3)[C@H]3CC[C@@H](C2)N3Cc2ccco2)cc1 = 1	1	12	2	2	-2	-9	1
Shown for Cc1ccc(OCC(=O)N2CCN(Cc3ccc([N+](=O)[O-])cc3)CC2)cc1 = -6	-10	4	-5	6	-4	5	5
Shown for CC(=O)Nc1ccc(C2CN(C)CC2C(=O)c2ccc(Cl)cc2)cc1 (configuration not stated) = .	-3	-7	4	.	-3	12	-14

Later entries
SMILES	miR-122 sensor	FN deposition inh	LGR2 inh	PGC1a acetyl inh	Cneo AK release	Casp6 inh	PAX8 inh HTS	EWS-Fli inh
Cn1c(O)c(C=NCCCC(=O)O)c(=O)n(C)c1=O	-4	.	13	.	2	-1	.	.
O=C(Cc1ccccc1)N1CC2(C1)[C@@H](c1ccccc1)[C@@H](CO)N2Cc1cccc(F)c1	.	.	4	3	.	0	15	2
C=C(C)[C@H]1CN[C@H](C(=O)O)[C@H]1CC(=O)O	0	9	0	1	-1	0	-4	-6
C=Cn1ccnc1P(=S)(c1ccc(N(C)C)cc1)c1nccn1C=C	1	.	-9	0	-1	2	.	.
CC12CCC3C(CC=C4CC(O)CCC43C)C1C/C(=C\c1cccc(F)c1)C2=O (configuration not stated)	.	3	22	.	-3	.	-11	.
CCN(CC)C(=O)Cn1cc(C=C2C(=O)N(C)C(=O)N(C)C2=O)c2ccccc21	-4	3	0	-11	-2	-1	18	7
CCCCn1c(C)c(C(=O)OCC)c2c(CN3CCCC3)c(O)ccc21	.	0	8	.	-5	2	9	22
COC(=O)C1=C(c2c(C)noc2C)C[C@@H]2CC[C@H]1N2C(=O)N1CCC(C)CC1	-3	-1	6	0	-2	0	-4	-4
COc1ccc(-c2nn(CCC#N)cc2C(=O)NCc2ccccc2)cc1[N+](=O)[O-]	25	7	-9	12	0	5	25	16
COC/C=C1\CN2C3C[C@@H]1[C@H]1COC4=Nc5cc(OC)c(OC)c(OC)c5[C@@]43C[C@@H]12	-13	.	-16	-5	-2	4	.	1
Cc1cc(/C=C2\C(=O)NC(=O)N(c3ccccc3)C2=O)c(C)n1-c1ccc(C(=O)O)c(Cl)c1	-1	1	7	15	-4	38*	-10	-1
C=CCn1c(O)c(/C=N/N2CCCCC2)c(=O)[nH]c1=O	6	-8	14	1	6	-1	11	2
COC(=O)C1=C(c2c(C)noc2C)C[C@@H]2CC[C@H]1N2C(=O)NCCCOC(C)C	-4	-1	3	12	-2	-1	-7	1
O=c1cccc2n1CC1CC2CN(CC(O)CN2CC3CC(C2)c2cccc(=O)n2C3)C1 (configuration not stated)	.	-20	7	12	-2	.	3	-3
CCc1cc(=O)[nH]c(SCCCF)n1	.	14	8	6	.	4	5	2
CCN(CC)C(=O)c1ccc(NC(=O)c2cc(S(=O)(=O)N3CCCCCC3)ccc2OC)cc1	.	-2	0	.	4	-5	20	0
N#CCCn1cc(C(=O)Nc2ccc(F)cc2)c(-c2ccccc2)n1	4	-3	4	.	-1	-2	-16	4
CC1CN1P1(=O)OCC(C)([N+](=O)[O-])CO1 (configuration not stated)	.	3	.	-8	-18	-6	-3	1
COC(=O)[C@H]1[C@H](CO)[C@H]2Cn3c(ccc(-c4ccccc4F)c3=O)[C@@H]1N2	.	.	9	.	-3	-3	2	-46
CC(C)c1cc(Br)c(NC(=O)Nc2cccnc2)c(Br)c1	0	4	-2	1	0	0	-27	19
Cc1cc(=O)[nH]c(CCl)n1	1	6	16	9	.	-3	13	24
O=c1[nH]c(=O)n(Cc2ccccc2)c(O)c1/C=N/NCCO	4	-1	1	-2	-2	4	3	-5
O=C1NC(=O)N(Cc2ccccc2Cl)C(=O)/C1=C/N1CCOCC1	-15	2	.	.	-1	.	12	.
COC(=O)C12CCc3c(ccc4cc(OC)ccc34)C1=CC(=O)C2 (configuration not stated)	.	19	-25	6	0	-1	0	6

Gathered by group, the compounds so far containing an aryl thioether with sulfur outside any ring (2)
SMILES	miR-122 sensor	FN deposition inh	LGR2 inh	PGC1a acetyl inh	Cneo AK release	Casp6 inh	PAX8 inh HTS	EWS-Fli inh
CSc1nnc(OC(=O)N(C)C)n1-c1ccc(Cl)cc1	.	7	1	-5	.	0	3	-7
CCc1cc(=O)[nH]c(SCCCF)n1	.	14	8	6	.	4	5	2

New compounds follow:
SMILES	miR-122 sensor	FN deposition inh	LGR2 inh	PGC1a acetyl inh	Cneo AK release	Casp6 inh	PAX8 inh HTS	EWS-Fli inh
O=c1[nH]c2ccccc2n1C1CCN(C(c2nnnn2C2CCCCC2)C2CC2)CC1 (configuration not stated)	-6	-11	-7	-4	-19	3	11	-2
Cc1cc(NC(=O)CCl)no1	.	1	-11	-5	.	6	-7	6
C/C(=N\NC(=S)Nc1ccccc1)c1c(O)n(C)c(=O)n(C)c1=O	8	8	14	-2	.	6	-19	-19
CC(Cc1ccccc1)NC(=O)/C=C/C(=O)O (configuration not stated)	.	5	22	.	.	-1	5	8
C#C[C@@]1(O)CCC2C3CCC4=C/C(=N/OCC(=O)NC(CCC(N)=O)C(=O)O)CC[C@]4(C)C3CC[C@@]21C (some centres not stated)	7	3	5	-3	1	0	-6	5

Source: PubChem
